# Screens from PubChem.
# PLK1 PBD inh: blocks phosphopeptide binding to human PLK1 polo-box domain. hit rate 2.8% among 360,000. Potency, µM, for inactives: max response, negative = inhibition, hits mostly inhibitors. Plk1 PBD binding of FITC phosphopeptide, fluorescence polarization; note: potency is the fitted concentration of half-maximal effect; series mostly up to about 57 µM; % is set by controls: 0 for no effect and ±100 for the full control effect; nearly all actives have a fitted effect of over 65% in size
# EPAC1 antag: antagonists of human EPAC1; Potency, µM (doses to about 115 µM), for inactives: top-dose activity change, negative = inhibition, most hits filed as inhibitors; EPAC1 GEF assay, Rap1b-BODIPY-GDP exchange fluorescence; AID 720709; hit rate 0.14% among 360,000;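 note: potency is the fitted concentration of half-maximal effect; plate controls were vehicle for no effect and positive control for full effect; nearly all actives have a fitted effect of over 50% in size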
# Target sequence (O95398 whole entry, looked up): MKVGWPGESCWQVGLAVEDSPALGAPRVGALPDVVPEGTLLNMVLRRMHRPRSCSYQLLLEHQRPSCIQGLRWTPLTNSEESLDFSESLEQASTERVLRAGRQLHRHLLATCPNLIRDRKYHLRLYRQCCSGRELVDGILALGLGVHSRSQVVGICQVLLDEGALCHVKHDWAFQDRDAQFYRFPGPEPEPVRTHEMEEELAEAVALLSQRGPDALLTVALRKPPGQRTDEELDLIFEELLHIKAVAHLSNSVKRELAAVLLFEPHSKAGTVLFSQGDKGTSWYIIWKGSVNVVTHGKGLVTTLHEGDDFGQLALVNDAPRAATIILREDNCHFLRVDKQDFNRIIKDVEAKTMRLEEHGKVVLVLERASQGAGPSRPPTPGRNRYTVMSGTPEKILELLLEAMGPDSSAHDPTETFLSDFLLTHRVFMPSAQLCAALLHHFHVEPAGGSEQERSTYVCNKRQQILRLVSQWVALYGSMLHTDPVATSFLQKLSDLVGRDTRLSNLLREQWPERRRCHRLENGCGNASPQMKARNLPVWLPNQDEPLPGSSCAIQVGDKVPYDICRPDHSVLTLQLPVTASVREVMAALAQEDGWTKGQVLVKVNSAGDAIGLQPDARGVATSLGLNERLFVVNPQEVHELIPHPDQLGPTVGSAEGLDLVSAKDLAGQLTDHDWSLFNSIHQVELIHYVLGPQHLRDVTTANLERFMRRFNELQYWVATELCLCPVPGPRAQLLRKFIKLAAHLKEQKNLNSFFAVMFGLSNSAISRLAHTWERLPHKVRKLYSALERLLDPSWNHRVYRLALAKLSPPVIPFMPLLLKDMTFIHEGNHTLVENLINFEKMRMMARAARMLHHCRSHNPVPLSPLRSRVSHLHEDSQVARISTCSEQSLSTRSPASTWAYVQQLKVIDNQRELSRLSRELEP
# CCT modulator: cytosolic chaperonin activity modulation; hit rate 0.3% among 360,000; purified chaperonin ATPase assay, HTRF ADP detection, 30 min; AID 651819; activity change, % (no concentration beside the values), hits read low; in the data active = activity change below about -30%; note: % is set by controls: 0 for no effect and ±100 for the full control effect
#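 Nucleotide hydrolysis assay: TRiC at 20–40 nM final (set by batch activity) with 10 uM ATP, 30 min at 37 °C, in presence of 76 uM compound. Detection by competitive ADP HTRF, 30 min ambient.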
# IL-2 act: IL-2 activation. activation, % (series mostly up to about 46 µM). hit rate 0.065% among 360,000. IL-2 activation reporter assay, cell-based qHTS; stimulated with anti-CD3/CD4/CD28 beads; in transgenic mouse T cells; in the data active = activation above about 50%; inconclusive = mostly about 30% to 49%; note: 0% is about no effect
#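 Using fluorescent plate cytometry, EGFP and DsRed are detected in transgenic mouse T cells stimulated 18 h at 37 degrees C with antibody-coated beads after 60 min compound pretreatment.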
# EPAC2 ag: activates human EPAC2 exchange factor | Q8WZA2 | EPAC2 activation, biochemical qHTS; response scale: 100% = 6.5 mM cAMP response | Potency, µM (doses to about 154 µM), without a hit: top-dose activation, actives largely listed as activators | hit rate 0.079% among 360,000 | AID 720711; note: potency is the fitted concentration of half-maximal effect; nearly all actives have a fitted effect of over 50% in size
#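 Readout is BODIPY fluorescence (480 nm excitation, 540 nm emission), which falls as labeled GDP is exchanged off Rap1B. EPAC2 at 100 nM acted on 250 nM RAP1B-BODIPY-GDP with 50 uM GDP present.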
# EPAC1 agonist: activates human EPAC1 exchange factor | O95398 | EPAC1 agonist qHTS, biochemical assay; response scale: 100% = response to 6.5 mM cAMP | Potency, µM (doses to about 154 µM), for inactives: at the top dose activation, usual class: activators | hit rate 0.073% among 360,000; note: potency is the fitted concentration of half-maximal effect; nearly all actives have a fitted effect of over 60% in size
#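 Fluorescent GDP-exchange assay: 100 nM EPAC1 with 250 nM Rap1B preloaded with BODIPY-GDP and 50 uM GDP; compounds tested as concentration series, 5 min at room temperature, then read every 5 min for 30 min (ex 480/em 540 nm); normalized to 6.5 mM cAMP.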
# PI5P4Ka inh: PI5P4K alpha (human) kinase inhibition. P48426. PI5P4Kalpha enzyme, ADP-Glo luminescence, 60 min; active compounds read low. max response, %. hit rate 1.2% among 330,000. AID 652105; active = max response of -50% or lower; inconclusive = between -30% and -50%; inactive = -30% or higher; note: value at the top dose of about 77 µM; % is set by controls: 0 for no effect and ±100 for the full control effect
#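 Quantitative HTS of the MLSMR library against PI5P4Kalpha with substrate. ATP added last at 5 microM final; room temperature, 60 minutes. Remaining ATP depleted, ADP converted and read as luminescence.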
# WRN helicase inh: blocks human WRN helicase; WRN helicase unwinding, fluorescent forked duplex, kinetic; Potency, µM (series often up to 114 µM), for inactives: at the top dose activity change, negative = inhibition, usual class: inhibitors; hit rate 0.46% among 360,000; AID 651768; note: potency is the fitted concentration of half-maximal effect; % is set by controls: 0 for no effect and ±100 for the full control effect; nearly all actives have a fitted effect of over 55% in size
#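 Screening of the MLSMR collection measured strand separation of a quenched forked DNA duplex (100 nM) by 20 nM WRN with 2 mM ATP, all final. Compounds were preincubated with enzyme 15 min at room temperature.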
# Starred values were filed as active, the others as inactive; ? = inconclusive; · = no result given; [ ] = remark or other dose. Unless noted, calls come from the whole dose curve; as a rule, active = well fitted curve in the direction sought with a large enough effect; inconclusive = small, poorly fitted or top-dose-only effect, or another doubt; inactive = no such curve, though single readings can be large; an effect the other way counts as inactive or inconclusive. Some of the compounds tested; rates above refer to the full screens.
SMILES,PLK1 PBD inh,EPAC1 antag,CCT modulator,IL-2 act,EPAC2 ag,EPAC1 agonist,PI5P4Ka inh,WRN helicase inh
Cn1c(C(=O)NCc2cccs2)cc2c(=O)n(C)c3ccccc3c21,-3%,6%,1.2,-0.1,0%,-8%,-5,7%
Cc1cc(Br)ccc1OCCCCNC(C)(C)C,27µM*,9%,-0.3,-2.1,-10%,-1%,-8,3%
CCN1CCc2nc(NC(=O)c3ccccc3)sc2C1,0%,1%,-0.1,-0.5,-7%,1%,10,-5%
O=C(C[C@@H]1C=C[C@@H](NC(=O)C2CC2)[C@@H](CO)O1)NCc1ccccc1Cl,1%,9%,·,-0.5,5%,-4%,-3,-2%
C/C(=N\NC(=S)NC(C)C)c1ccc(C(C)(C)C)cc1,-23%,?,-2.4,-3.9,2%,6%,0,-7%
CCOC(=O)N1CCN(Cc2cn[nH]c2-c2cc3ccccc3o2)CC1,1%,-22%,0.5,-2.6,-7%,-5%,3,6%
COC(=O)C[C@H]1C=C[C@@H](NS(=O)(=O)c2ccc(C)cc2)[C@@H](CO)O1,2%,14%,·,1.6,3%,-8%,1,5%
CC(C)CSc1nc2c(=O)[nH][nH]c(=O)c2n1Cc1ccccc1,-8%,0%,-0.2,-2.6,0%,-4%,6,4%[57.1 µM]
O=C(NCc1ccco1)c1cc2n(n1)C(C(F)(F)F)CC(c1ccc(Br)cc1)N2 (stereo unspecified),-3%,8%,0.6,-1.0,-7%,0%,·,11%
Cc1ccc(CNC(=O)c2csc3c2CCCCC3)cc1,4%,-1%,0.5,-2.7,0%,13%,·,-7%
O=C(N/N=C/c1ccc([N+](=O)[O-])s1)c1cccc(Br)c1,-6%,9%,1.7,1.9,0%,-3%,-12,-13%
CC(C)CC(=O)NC(=S)Nc1sc2c(c1C(N)=O)CCC2,?,9%,0.0,-0.6,4%,-2%,-6,8%
COc1ccc(OC)c(S(=O)(=O)N2CCN(C)CC2c2ccccc2)c1 (stereo unspecified),0%,5%,-8.7,-0.6,-1%,-1%,1,2%
CCOC(=O)CC(=O)NC(CC(=O)OC)c1ccc(Br)cc1 (stereo unspecified),-5%,3%,-2.6,0.1,10%,8%,-2,4%
Cc1nnc(SCC(=O)NNC(=O)COc2ccc(Cl)cc2)s1,-3%,-6%,1.1,-0.3,4%,6%,-6,-3%
COc1ccc(-c2cc3ncnc(Cl)c3s2)cc1,0%,-28%,-0.2,-1.8,3%,14%,-25,-25%
CC(=O)C1=C(c2ccccc2)OC(N)=C(C#N)C1c1ccccc1C (stereo unspecified),-6%,-1%,1.4,0.2,3%,13%,11,-5%
CCc1cc2c(SCC(=O)Nc3ncc(Cl)c(C)c3Cl)ncnc2s1,-16%,?,-1.6,-5.3,3%,3%,-10,-2%
Cc1c(C(=O)Nc2ccc(S(=O)(=O)Nc3ncccn3)cc2)oc2ccccc12,-13%,-2%,-0.6,1.9,6%,10%,-28,-9%
CC(=O)N1c2c(cc(Br)cc2S(=O)(=O)N2CCN(c3ccccn3)CC2)CC1C (stereo unspecified),1%,-6%,-0.5,3.8,10%,11%,-2,-6%
CCOc1ccc(N/C=C/C(=O)c2ccc3ccccc3c2)c([N+](=O)[O-])c1,-13%,-8%,-3.8,-0.2,5%,10%,·,-2%
Cc1ccc(S(=O)(=O)NC(=O)Nc2cc(C)no2)cc1,-5%,-15%,2.0,-0.5,11%,-11%,5,-2%
COC(=O)C1C(=O)C2=C(CC1C)NC(C)=C(C(=O)OCc1ccc(OC)cc1)C2c1ccc(C)o1 (stereo unspecified),-18%,-16%,0.9,-3.0,16%,16%,6,-20%
CC(C)c1ccccc1NCC(=O)N1CCN(Cc2ccccc2)CC1,-8%,-7%,0.9,-3.2,4%,5%,3,0%
Brc1ccc(Sc2cnc3ccccc3n2)cc1,8%,-6%,-1.6,5.5,2%,16%,32,-12%

# More compounds follow.
SMILES,PLK1 PBD inh,EPAC1 antag,CCT modulator,IL-2 act,EPAC2 ag,EPAC1 agonist,PI5P4Ka inh,WRN helicase inh
CC1=C(c2ccc(C(C)C)cc2)S(=O)(=O)N=C1N1CCN(C(=O)c2ccco2)CC1,27µM*,-21%,-2.7,-1.7,-14%,-17%,-6,-10%
COc1ccc(/C=C/C(=O)NCCOc2ccc(C)cc2)cc1,0%,3%,-3.8,-0.6,-1%,-3%,11,-6%
CCOCCCNc1nc2c([nH]1)c(=O)n(C)c(=O)n2C,3%,9%,0.1,-0.1,2%,-2%,7,-9%
O=C(COc1ccc(S(=O)(=O)NC2CCCCC2)cc1)Nc1ccc2c(c1)OCCO2,-6%,-17%,0.7,-3.0,2%,2%,-2,-12%
CCOc1ccc(NC(=O)CN(C)C(=O)c2c(-c3c(F)cccc3Cl)noc2C)cc1OCC,-2%,-8%,-0.6,-1.3,4%,2%,3,-7%
CC1(C)C2CCC(C2)C1(C)NC(=O)CN1CCN(Cc2ccccc2)CC1 (stereo unspecified),-7%,-13%,1.1,-2.4,2%,7%,3,-30%[57.1 µM]
COC(=O)C1(C(=O)OC)C[C@H](c2ccc(OC)cc2)N(Cc2ccccc2OC)[C@@H]1c1ccccc1,-18%,-13%,·,-0.3,19%,8%,16,-3%
O=C(C1CCN(S(=O)(=O)c2cccnc2)CC1)N1CCN(c2ccccc2Cl)CC1,-7%,0%,0.1,0.6,-5%,-6%,2,-25%[57.1 µM]
COc1ccccc1CNC(=O)CCn1c(=O)oc2ccccc21,4%,-3%,-1.7,0.4,-3%,-8%,-4,7%
CCc1ccccc1NC(=O)CN(C)C(=O)c1cc(C2CC2)nc2c1cnn2C(C)C,1%,24%,1.3,-0.1,-4%,-9%,0,1%
N#Cc1c2c(c(-c3ccccc3)[nH]c1=O)CCCC2,-2%,-25%,-1.6,0.1,-6%,3%,-4,-5%
Cc1[nH]nc(SCC(=O)N2CCCCCC2)c1[N+](=O)[O-],-6%,3%,-0.9,1.1,9%,7%,-8,7%
CC1Cc2cc(/C(O)=C3/C(=O)C(=O)N(CCCn4ccnc4)C3c3cccnc3)ccc2O1 (stereo unspecified),-4%,-1%,3.0,-1.6,2%,2%,·,-5%
CC1SCC(=O)N(CC(=O)NC2CCCCC2)C1=O (stereo unspecified),-10%,-17%,-2.0,0.1,13%,-8%,8,25%
CC1Cc2cc(S(=O)(=O)N3CCN(c4ccc(Cl)cc4)CC3)ccc2N1C(=O)C1CC1 (stereo unspecified),3%,-4%,0.6,-4.7,-10%,16%,0,7%
COc1ccc(NC(=O)CN2CCCCC2)cc1S(=O)(=O)N1CCCCC1,3%,-8%,-0.5,0.8,5%,0%,4,-15%
CC1(C(=O)Nc2ccc3c(c2)OCCO3)CCC(=O)N1CCc1c[nH]c2ccccc12 (stereo unspecified),-12%,14%,0.0,-0.1,4%,-2%,-2,-3%
O=C(c1ccccc1N1CCOCC1)N1CCCC(Nc2ccc(F)cc2)C1 (stereo unspecified),9%,-7%,1.2,2.4,1%,0%,0,0%
CC(C)NC(=O)CN1CCN(C(c2ccnc3ccccc23)c2nnnn2-c2ccc3c(c2)OCCO3)CC1 (stereo unspecified),-3%,5%,-1.0,-0.8,4%,-3%,4,-1%
O=C(c1ccc(C(F)(F)F)cc1)N1CCC(=O)N(C(COCc2ccc(Cl)cc2)Cc2ccccc2)CC1 (stereo unspecified),-17%,?,1.9,-3.4,-4%,-13%,5,-8%
O=C(C1CCCC1)N1CCC(CC2CC(c3ccc(Cl)cc3)=NO2)(C(=O)NCC2CCCCC2)CC1 (stereo unspecified),1%,-11%,-1.7,-0.3,-2%,-10%,4,5%
Cc1ccc2c(c1)NC(=O)C(N1CCOCC1)(C(F)(F)F)O2 (stereo unspecified),-4%,-11%,-1.0,-0.4,-10%,-3%,2,0%[57.1 µM]
COc1ccc(CCN(C)CC(O)COc2c(C)ccc(C)c2C)cc1OC (stereo unspecified),-2%,5%,1.3,-3.2,0%,2%,2,-3%
COc1ccc(C23NCCN2C(=O)c2ccccc23)cc1 (stereo unspecified),-3%,3%,0.4,-0.2,16%,6%,-2,-5%
CC(=O)c1ccc(OCc2cc(C(=O)NC3CCCCC3)no2)cc1,-16%,-29%,-0.1,-3.1,4%,-11%,-1,7%

# (further entries)
SMILES,PLK1 PBD inh,EPAC1 antag,CCT modulator,IL-2 act,EPAC2 ag,EPAC1 agonist,PI5P4Ka inh,WRN helicase inh
O=C(O)C1C2C=CC(C2)C1C(=O)Nc1cccc(C(=O)N2CCCCC2)c1 (stereo unspecified),-2%,3%,-3.8,-0.4,11%,5%,·,-6%[57.1 µM]
Cn1cc(S(=O)(=O)N2CCCC2)cc1C(=O)Nc1cccc(C(F)(F)F)c1,-14%,-8%,-4.2,-3.9,-9%,-15%,3,4%
COc1ccc(Oc2cc(Cl)nc(N)n2)cc1,-5%,11%,-1.6,0.5,9%,1%,1,-7%
CC(C)C(c1nnnn1CC1CCCO1)N1CCN(Cc2ccc3c(c2)OCO3)CC1 (stereo unspecified),-1%,1%,0.2,0.5,9%,3%,4,0%
CCOC(=O)C1=C(C)C(c2cccc(Oc3ccccc3)c2)NC(=S)N1 (stereo unspecified),-18%,-8%,-0.2,-1.0,8%,19%,-1,-31%[57.1 µM]
CCOC(=O)CSc1nc2ccc(Nc3nc(N4CCOCC4)nc(N4CCOCC4)n3)cc2s1,-17%,-2%,-2.2,0.8,4%,15%,·,4%
CC1Cc2ccccc2N1C(=O)COC(=O)CCc1nc2ccccc2c(=O)[nH]1 (stereo unspecified),4.2µM*,2%,0.1,-3.2,14%,4%,-51*,-12%

# Among those listed so far, these have bromine:
SMILES,PLK1 PBD inh,EPAC1 antag,CCT modulator,IL-2 act,EPAC2 ag,EPAC1 agonist,PI5P4Ka inh,WRN helicase inh
Cc1cc(Br)ccc1OCCCCNC(C)(C)C,27µM*,9%,-0.3,-2.1,-10%,-1%,-8,3%
O=C(NCc1ccco1)c1cc2n(n1)C(C(F)(F)F)CC(c1ccc(Br)cc1)N2 (stereo unspecified),-3%,8%,0.6,-1.0,-7%,0%,·,11%
O=C(N/N=C/c1ccc([N+](=O)[O-])s1)c1cccc(Br)c1,-6%,9%,1.7,1.9,0%,-3%,-12,-13%
CCOC(=O)CC(=O)NC(CC(=O)OC)c1ccc(Br)cc1 (stereo unspecified),-5%,3%,-2.6,0.1,10%,8%,-2,4%
CC(=O)N1c2c(cc(Br)cc2S(=O)(=O)N2CCN(c3ccccn3)CC2)CC1C (stereo unspecified),1%,-6%,-0.5,3.8,10%,11%,-2,-6%
Brc1ccc(Sc2cnc3ccccc3n2)cc1,8%,-6%,-1.6,5.5,2%,16%,32,-12%
